Salmonella PhoP GFP – PhoP regulon inhibitors, Salmonella typhi PhoP promoter GFP reporter, confirmatory (AID 1850); Salmonella Typhi PhoP-promoter GFP reporter, fluorescence, 4 h; higher % means a stronger effect; 310,000 tested, 0.33% active; inhibition, % at 50 µM; hits with a dose series show IC50 in µM; in the data active = a potency from the dose series; inconclusive = inhibition mostly from about 25% at the one dose, without a potency; inactive = the rest, 99 in 100 with inhibition below about 19%;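 also: 0% = induced wells with vehicle and 100% = uninduced wells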
VEEV TC-83 Vero – inhibitors of VEEV TC-83 cytopathic effect, confirmation, Vero cells (AID 588727); Vero cells, VEEV TC-83 cytopathic effect inhibition; higher % means a stronger effect; one-dose inhibition, % at 20 µM; IC50 in µM for titrated hits; 350,000 tested, 0.13% active; in the data active = a potency from the dose series; inconclusive = inhibition mostly from about 14% at the one dose, without a potency; inactive = the rest, 99 in 100 with inhibition below about 12%; also: strong numbers were not always called active
tuberculosis growth – growth inhibition of non-replicating M. tuberculosis (AID 488890); 320,000 tested, 0.39% active; Mycobacterium tuberculosis non-replicating, growth inhibition; higher % means a stronger effect; inhibition, % at 25 µM; hits with a dose series show IC50 in µM; in the data active = a potency from the dose series; inconclusive = inhibition mostly from about 82% at the one dose, without a potency; inactive = the rest, 99 in 100 with inhibition below about 76%;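 also: plate controls were DMSO cells for no effect and high antibiotic wells for full effect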
influenza NS1A – NS1A inhibition, H1N1 influenza, cell based functional assay (AID 504329); 340,000 tested, 0.3% active; inhibition, % at 12.5 µM, or IC50 in µM where a hit was titrated; NS1A functional cell-based assay, percent inhibition; higher % means a stronger effect; in the data active = a potency from the dose series; inconclusive = inhibition above about 27% without an active follow-up result; also: strong numbers were not always called active
M. tuberculosis HTS – M. tuberculosis growth inhibition, HTS (AID 449762). inhibition, % at 25 µM, or IC50 in µM where a hit was titrated. M. tuberculosis H37Rv growth inhibition, 7H9 media; higher % means a stronger effect. 330,000 tested, 0.59% active; in the data active = a potency from the dose series; inconclusive = inhibition above about 70% without an active follow-up result;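 also: bacterial growth assessed after seven days of incubation; strong numbers were not always called active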
VEEV TC-83 Vero 10K pilot screen – recorded beside VEEV TC-83 Vero, whose call it bears; inhibition, %; measured here: 10K pilot screen inhibition
The depositor's hits bear a star; i = inactive; ? = inconclusive; . = not tested or not shown.

SMILES | Salmonella PhoP GFP | VEEV TC-83 Vero | tuberculosis growth | influenza NS1A | M. tuberculosis HTS | others
COc1ccc(NC(=O)Nc2cccc3c2O[C@H](CN(C)S(=O)(=O)c2cccs2)[C@@H](C)CN([C@H](C)CO)C3=O)cc1 | . | 0.6% | 20% | 6% | -4% | VEEV TC-83 Vero 10K pilot screen=3.4
C/C(=N/OCO/N=C(\C)c1ccccc1F)c1ccccc1F | -6% | 0.3% | 14% | -9% | 7%
O=C(Nc1ncccc1Cl)C(Sc1ccccc1)c1ccccc1 (stereo not drawn) | 0% | i | 2% | -7% | -27%
O=S(=O)(c1ccc2c(c1)OCCCO2)N1CCNCC1 | 10% | i | -5% | -4% | -5%
CCOc1ccccc1C1C(C(N)=O)=C(C)Nc2nc(-c3cccc(C)c3)nn21 (stereo not drawn) | -14% | 4.3% | 12% | 7% | -5%
Cc1ccsc1/C=C1/NC(=O)N(Cc2ccc(F)cc2)C1=O | -8% | 0.0% | 6% | 5% | -3%
CC(C)OCCCNC(=O)C(=O)N/N=C/c1ccc(OCc2ccccc2)cc1 | 1% | 0.6% | 5% | . | -2%
COc1ccc(CC(CC(=O)O)C(=O)Nc2ccc(Cl)c(Cl)c2)cc1 (stereo not drawn) | 4% | 0.7% | -4% | -2% | -1%
Cc1cn([C@H](C(=O)NCCCCCCCCCCC(=O)N2CCN(C(=O)OC(C)(C)C)CC2)[C@@H](C)O)nn1 | -16% | 1.5% | 0% | -4% | 0%
FC(F)(F)c1nnc2ccc(NCc3ccccc3)nn12 | 4% | 0.4% | -14% | 1% | 0%
N#CC(c1nc2ccccc2nc1N1CCCC1)S(=O)(=O)c1cccs1 (stereo not drawn) | -10% | 2.8% | -1% | 6% | -9%
O=C1CSC(c2ccc([N+](=O)[O-])cc2)N1C1CCCCC1 (stereo not drawn) | 2% | i | 4% | -2% | 2%
CCc1nc(SCC(=O)NC2CCCC2)c2oc3ccccc3c2n1 | 14% | 3.1% | 5% | 0% | 7%
Cc1nn(C)c(C(=O)Nc2c(C)nn(Cc3c(F)c(F)c(F)c(F)c3F)c2C)c1Br | -7% | i | -11% | -7% | 0%
O=C1c2cccc3c(N4CCCCC4)ccc(c23)C(=O)N1c1ccc(O)cc1 | 5% | 10% | -1% | -11% | 7%

Sorted by length of the SMILES (ascending): 5 of the compounds above.
SMILES | Salmonella PhoP GFP | VEEV TC-83 Vero | tuberculosis growth | influenza NS1A | M. tuberculosis HTS | others
CCc1nc(SCC(=O)NC2CCCC2)c2oc3ccccc3c2n1 | 14% | 3.1% | 5% | 0% | 7%
Cc1ccsc1/C=C1/NC(=O)N(Cc2ccc(F)cc2)C1=O | -8% | 0.0% | 6% | 5% | -3%
O=C1c2cccc3c(N4CCCCC4)ccc(c23)C(=O)N1c1ccc(O)cc1 | 5% | 10% | -1% | -11% | 7%
Cc1nn(C)c(C(=O)Nc2c(C)nn(Cc3c(F)c(F)c(F)c(F)c3F)c2C)c1Br | -7% | i | -11% | -7% | 0%
Cc1cn([C@H](C(=O)NCCCCCCCCCCC(=O)N2CCN(C(=O)OC(C)(C)C)CC2)[C@@H](C)O)nn1 | -16% | 1.5% | 0% | -4% | 0%

Next section:
SMILES | Salmonella PhoP GFP | VEEV TC-83 Vero | tuberculosis growth | influenza NS1A | M. tuberculosis HTS | others
O=C(c1cccn2c(=O)c3ccc(Cl)cc3nc12)N1CCC2(CC1)OCCO2 | -2% | i | . | -2% | .
Cc1cc(-c2nnc(SCC(=O)c3ccc(Cl)cc3)o2)no1 | 0% | 0.9% | ? | 2% | 1%
O=C(NC1CCCCC1)C(c1ccc(F)cc1)N(Cc1cccs1)C(=O)CN1C(=O)c2ccccc2S1(=O)=O (stereo not drawn) | -8% | 0.1% | -11% | -1% | 6%
O=C(O)/C=C/C(=O)N(CC1CCCO1)C1CC(=O)N(c2c(Cl)cccc2Cl)C1=O (stereo not drawn) | -16% | 4.9% | 4% | 5% | 6%
Oc1ccc(C=NC2CCCCC2)cc1 | 1% | i | 15% | -25% | -1%
O=C(Nc1nc(-c2ccc(Cl)s2)cs1)c1ccco1 | 14% | 5.3% | 39% | -16% | ?
COC(=O)c1c(NC(=O)C2C3CCC(C3)C2C(=O)O)sc2c1CCCCC2 (stereo not drawn) | 2% | 1.2% | 13% | -3% | -9%
Cc1ccc(CN2CCSc3ccc(C(=O)NC4CCN(Cc5ccccc5)CC4)cc32)cc1 | 0% | 1.5% | 3% | 16% | 20%
CCCOP(=O)(OCCC)C1(Nc2ccc(C)cc2)CCCCC1 | 6% | 0.3% | 6% | 14% | 0%
COc1cccc(C(=O)Nc2nc3ccccc3s2)c1 | 2% | 3.0% | 1% | 5% | 4%
COc1ccc(N2CC(C(=O)Nc3ccc4c(c3)OCO4)CC2=O)cc1 (stereo not drawn) | -2% | 0.9% | 1% | 3% | -1%
COc1cc(-c2cc(-c3ccccc3)nc(SCC(=O)Nc3nccs3)c2C#N)cc(OC)c1OC | -8% | 0.5% | -1% | -6% | 10%
COc1cccc(N2CCN(CC(=O)c3c(C)[nH]c4ccccc34)CC2)c1 | 9% | i | 1% | 7% | 3%
O=C(NCC1CCCCC1)c1ccc(Br)o1 | 0% | 5.9% | 70% | -9% | -7%
COc1ccc(-c2cc(C(F)(F)F)nc(SCC(=O)NCc3cnn(C)c3C)n2)cc1OC | 2% | 0.8% | -6% | -4% | 2%
COc1cc(C2C(C(=O)c3ccc(C)o3)=C(O)C(=O)N2CCN2CCOCC2)ccc1OCCC(C)C (stereo not drawn) | . | 1.4% | . | -3% | .
O=S(=O)(NCCc1ccccc1)c1cccs1 | 6% | 0.7% | -6% | 4% | 4%
COc1ccccc1CNC(=O)CC1C(=O)NCCN1C1Cc2ccccc2C1 (stereo not drawn) | -5% | 1.6% | 7% | -5% | 0%
COC(=O)c1ccccc1OCCCCN1CC(C)OC(C)C1 (stereo not drawn) | 7% | 0.4% | 0% | -10% | -5%
NC(=S)n1[nH]c(-c2ccc([N+](=O)[O-])cc2)c(N=Nc2cccc([N+](=O)[O-])c2)c1=O | . | 2.4% | . | 12% | .
CC(=O)Nc1ccc(C=C2C(=O)NC(=O)NC2=O)cc1 | . | i | . | 1% | .
C=C(C)Cn1c(N2CCC(Cc3ccccc3)CC2)nc2c1c(=O)[nH]c(=O)n2C | -4% | 4.8% | -12% | -1% | -3%
CCOc1ccc(-n2c(-c3ccc(Cl)cc3)c[n+]3c2SCC3)cc1 | 16% | i | 45% | -7% | 8%
O=C(COC(=O)c1ccccc1NC(=O)c1ccco1)Nc1ccc2c(c1)OC(F)(F)O2 | -8% | 1.0% | 18% | 3% | -1%
Cc1cc(C)nc(Sc2c(F)c(F)c(C(F)(F)F)c(F)c2F)n1 | 6% | 0.0% | 1% | -11% | 6%
C/C(=C\C(=O)C(F)(F)F)Nc1cc(C)cc(C)c1 | 0% | 0.9% | -3% | 5% | 1%
O=C(O)CCn1c2c(c3ccccc31)CCCC2 | 6% | 1.3% | 15% | -1% | -15%
COc1ccc(Cl)cc1C(=O)NNC(=O)CCNS(=O)(=O)c1ccccc1 | . | 3.5% | 3% | -26% | -14%
COc1ccc(C(=O)NNC(=O)Cc2nc3nc(C)cc(C)n3n2)cc1 | -7% | 2.1% | -2% | 1% | -8%
COc1ccc(-c2nc(CN3CCN(c4ncnc5ccccc45)CC3)c(C)o2)c(OC)c1 | -13% | 5.5% | 4% | 4% | 10%
CC(C)(C)Nc1nc(Cl)nc(NCCN2CCOCC2)n1 | 12% | 2.3% | 2% | -16% | 2%
C=CCN=C1SCC(=O)N1S(=O)(=O)c1ccccc1 | 4% | 1.4% | 16% | -8% | 9% | VEEV TC-83 Vero 10K pilot screen=0.2
C=CCNC(=S)N1CCOCC1 | -12% | 0.5% | -10% | 2% | 2%
COCCNC(=O)c1cc(-c2ccccn2)nc2ccc(S(=O)(=O)N3CCC(C)CC3)cc12 | 3% | 2.4% | 3% | -8% | 11%
CCOP(=O)(OCC)C(NC(=O)c1cccc(C)c1)C(Cl)(Cl)Cl (stereo not drawn) | -14% | i | -5% | -7% | -1%
COc1ccc(NC(=O)COC(=O)c2ccc(-n3cnnn3)cc2)cc1Cl | 0% | 6.2% | -2% | 9% | 2%
Cc1nnc(SCc2nc3sc4c(c3c(=O)[nH]2)CCCC4)n(N)c1=O | -23% | . | 46% | . | -7%
CC1CN(CC(O)COC2CCC(C(C)(C)C)CC2)CC(C)O1 (stereo not drawn) | -9% | 2.7% | 4% | -2% | 5%
Cc1ccc(CNC(=O)CCS(=O)(=O)c2cc3c(cc2Cl)NC(=O)CO3)o1 | 1% | 3.2% | -6% | -1% | -1%
Cc1ccsc1/C=N/Nc1nc2ccccc2s1 | -3% | 0.1% | -7% | 7% | 45%
CC(=O)Nc1ccc(SCCN2CC[C@@H](C(C)(C)C)CCC2=O)cc1 | . | 0.3% | -8% | 6% | -3%
COc1ccccc1OCCNC(=O)c1ccc(NC(=O)CC2SC(N3CCCC3)=NC2=O)cc1 (stereo not drawn) | . | 6.4% | . | -2% | .
Cc1nc2c(C)cccn2c(=O)c1NC(=O)c1cccs1 | -6% | 1.1% | -1% | 2% | -5%
O=C(Cc1ccc(F)cc1)N/N=C/c1ccncc1 | -2% | 0.8% | 1% | -4% | -5%
CC1(C)CC(=O)C(C=NCCN2CCN(C(=O)c3ccc(Br)cc3)CC2)=C(O)C1 | -9% | 3.8% | -1% | -5% | 3%
COC(=O)[C@@]12CCCN1[C@H](c1ccc(-c3ccc4c(c3)OCO4)c(OC)c1)[C@H]1C(=O)N(C)C(=O)[C@H]12 | 17% | 1.4% | 0% | 4% | 4% | VEEV TC-83 Vero 10K pilot screen=2.0
O=c1oc2ccccc2cc1-c1nc(-c2ccccc2)no1 | 2% | i | . | -9% | 24%
COCCNC(=S)NC1CC2CCCC(C1)N2Cc1cccs1 (stereo not drawn) | 0% | 0.6% | 5% | 2% | 1%
CC(C)[C@H](NC(=O)c1ccc(F)cc1)C(=O)NC1=NCCS1 | -5% | 0.2% | 2% | 6% | 2%
OC[C@@H]1[C@@H](c2ccc(Cl)cc2)C(c2cccc(Cl)c2)=NN1c1ccccc1 | . | 6.5% | . | -33% | .
COc1ccccc1NC(=O)NCCN1CCN(C(=O)Nc2ccccc2OC)CC1 | 21% | 1.2% | -3% | 1% | 0%
CC1CCCN(C/C=C/c2ccccc2[N+](=O)[O-])C1 (stereo not drawn) | -4% | 0.0% | 2% | -2% | 3%
Cc1c(NC(=O)c2ccc(S(=O)(=O)N3CCOCC3)cc2)c(=O)n(-c2ccccc2)n1C | 14% | 0.1% | -5% | 11% | 0%
COc1cccc(CN2CC(C(=O)NC3CCC3)CCC2=O)c1 (stereo not drawn) | -3% | 0.1% | 13% | -22% | -6%
COC(=O)C(C)(C)ONC(=O)Nc1ccc(Br)cc1 | -5% | i | 65% | 8% | 6%
C/C(=N\NC(=O)c1cc(Br)ccc1O)c1cccc(NC(=O)c2ccccc2F)c1 | -9% | 6.1% | -1% | -16% | -22%
COCCNC(=O)c1ccc(CS(=O)(=O)c2ccccc2OC)o1 | -2% | i | -6% | -19% | 0%
O=[N+]([O-])c1ccccc1/C=N/N1CCN(c2ccc(Cl)cc2)CC1 | -7% | 0.5% | -3% | 15% | -1%
CCCCn1nc(C(=O)Nc2nc3c(s2)CCCC3)c2ccccc2c1=O | -1% | 1.5% | 45% | 5% | 36%
COc1cc(CN2CC3CC(C2)c2cccc(=O)n2C3)cc(OC)c1OC (stereo not drawn) | -3% | 1.6% | -2% | -4% | -7%

(further entries)
SMILES | Salmonella PhoP GFP | VEEV TC-83 Vero | tuberculosis growth | influenza NS1A | M. tuberculosis HTS | others
CCOC(=O)c1ccccc1N=N/C(C(C)=O)=C(/C)O | -4% | 0.1% | 16% | 2% | -2%
COP(=O)(Cc1ccc(C#N)o1)OC | 1% | 1.7% | -6% | -21% | -11%
Cc1cccc(NC(=O)c2sc(Cl)nc2C)c1C | -6% | 0.3% | -12% | -8% | 2%
CCCOC(=O)c1c(N)n(Cc2cccs2)c2nc3ccccc3nc12 | 0% | i | 31% | -8% | 4%
Cc1nn(C(C)C(=O)NCCCN2CCCCCC2)c(=O)c2cc3sccc3n12 (stereo not drawn) | -7% | i | 61% | -4% | -1%
O=C(N/N=C/c1ccccc1Cl)c1ccncc1 | -2% | 1.0% | 43% | 2% | ?
Cc1ccc(CCC(=O)Nc2cc(Cl)ccc2Cl)o1 | -5% | 1.2% | 3.8µM* | 20% | 5%
C/C(=N/NC(=O)c1cc2ccccc2cc1O)c1ccco1 | -1% | 11% | ? | -9% | 66%
Cc1ccccc1CN1CCCOCCS1(=O)=O | -2% | 0.8% | -8% | -9% | 2% | VEEV TC-83 Vero 10K pilot screen=1.7

Compound activity as filed in PubChem BioAssay.
